Bioassay records as filed in PubChem BioAssay.
CXXC DNA block – qHTS Fluorescence Polarization Assay for Inhibitors of MLL CXXC domain - DNA interaction; Potency, µM (series often up to 115 µM), for the others: at the top dose activity change, negative = inhibition, most hits filed as inhibitors; 0.037% of 290,000 active; MLL-CXXC / FITC-HOXA9 DNA fluorescence polarization; Histone-lysine N-methyltransferase 2A (Homo sapiens), Q03164; active = well fitted inhibition curve with a large enough effect in the polarisation, with a control signal flat, not every such curve was filed as active; inconclusive = small, poorly fitted or top-dose-only effect, or effect the other way, or a change in a side signal; inactive = no such curve, though single readings can be large or run the other way; the % refers to the polarisation; note: potency is the fitted concentration of half-maximal effect
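Fluorescence polarization: 7 uM MLL-CXXC (stock) preincubated 5 min with compounds, then 50 nM fluorescein-HOX-A9 DNA (stock) added; 30 min ambient. Buffer 50 mM Tris-HCl pH 7.5, 50 mM NaCl, 1 mM DTT, 0.05% BSA.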
TCR activator – Activators of T cell receptors: qHTS campaign. AID 504894, 2011. primary human leukocytes, anti-CD3, IL-2 HTRF, 48 h. Potency, µM (highest dose often 9.22 µM), without a hit: at the highest dose activation of IL-2 secretion, actives largely listed as activators. 330,000 tested, under 10 active; note: % of control where 0% means no effect
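Primary human leukocytes incubated 48 hr with anti-CD3 beads plus compound, without co-stimulation. Secreted IL-2 measured by HTRF (europium cryptate/d2 anti-IL-2 pair, 320 nm excitation, 665 nm emission).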
Giardia kill – Small Molecules that selectively kill Giardia lamblia: qHTS; activity change, % at 7.66 µM, hits read low; Giardia lamblia trophozoite viability; 0.15% of 340,000 active; in the data active = activity change below about -80%; inconclusive = between about -30% and that limit;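 note: parasites exposed to compound for two days anaerobically before the ATP read; % is set by controls: 0 for no effect and ±100 for the full control effect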
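Each well holds 100 Giardia trophozoites and compound. After two days (48 hrs) at 37 deg C in anaerobic conditions, ATP is quantified by luminescence.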
TSHR antag – Antagonists of the Thyroid Stimulating Hormone Receptor: HTS campaign | Thyrotropin receptor (Homo sapiens), P16473 | TSHR-expressing cells, TSH-stimulated cAMP HTRF, 2 h; hits give low values | activity change, negative = inhibition, % at 11.5 µM | 0.2% of 330,000 active;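 active = activity change below a set negative limit, meaning inhibition stronger than a set level, cut at about -70% in these data; inconclusive = activity change between two set negative limits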; note: % is set by controls: 0 for no effect and ±100 for the full control effect
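Freshly harvested TSHR cells receive pin-tooled compound, then EC80 TSH at 4nM final. After 2 hours at 37 deg C, antibody in lysis buffer and cAMP-d2 are added; 30 minutes at ambient temperature precede the HTRF read.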
A-T KAP1 phos – qHTS Assay for Identifying a Potential Treatment of Ataxia-Telangiectasia; […] A-T fibroblasts, KAP-1 phosphorylation AlphaLISA; neocarzinostatin DNA damage 30 min before lysis; Potency, µM (titrated, usually from 57.5 µM), inactives show at the top dose activation, usual class: activators; 0.19% of 320,000 active; note: potency is the fitted concentration of half-maximal effect; % of control where 0% means no effect; nearly all actives have a fitted effect of over 45% in size
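hTERT-immortalized A-T patient fibroblasts ([…]), 500 cells/well in OPTI-MEM, 1% FBS, got compounds for 60 min, then NCS for 30 min at 37C. Lysates were then assayed for phospho-KAP-1 by AlphaLISA (anti-pKAP1 donor, anti-KAP1 acceptor beads), 6 hr at 25C.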
Tb PFK inh – qHTS Assay to Find Inhibitors of T. brucei phosphofructokinase | ATP-dependent 6-phosphofructokinase (Trypanosoma brucei brucei), O15648 | 0.17% of 330,000 active | AID 485367, 2010 | T. brucei PFK, ADP-Glo luminescence | Potency, µM (doses to about 57.5 µM), without a hit: at the top dose activity, negative = inhibition, usual class: inhibitors;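 note: potency is the fitted concentration of half-maximal effect; 0% = uninhibited 1x PFK enzyme wells and -100% = no-enzyme wells; nearly all actives have a fitted effect of over 60% in size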
Target sequence (O15648 whole entry, looked up): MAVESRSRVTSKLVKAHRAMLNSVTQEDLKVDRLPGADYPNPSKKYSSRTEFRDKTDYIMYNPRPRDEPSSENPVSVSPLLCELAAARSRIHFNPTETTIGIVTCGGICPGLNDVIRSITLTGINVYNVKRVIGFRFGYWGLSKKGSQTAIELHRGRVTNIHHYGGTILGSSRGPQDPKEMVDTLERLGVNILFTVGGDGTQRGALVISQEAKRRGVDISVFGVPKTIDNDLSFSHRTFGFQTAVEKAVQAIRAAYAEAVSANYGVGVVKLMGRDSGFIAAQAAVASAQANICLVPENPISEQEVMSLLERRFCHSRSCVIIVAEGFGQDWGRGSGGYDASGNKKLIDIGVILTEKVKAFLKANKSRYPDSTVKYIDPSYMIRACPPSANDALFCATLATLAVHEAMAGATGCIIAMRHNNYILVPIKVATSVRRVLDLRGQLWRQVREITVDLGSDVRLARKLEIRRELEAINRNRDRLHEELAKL
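PFK 1.25 nM, F6P 0.5 mM, ATP 0.1 mM, 0.1 M TEA pH 8.0, 5 mM MgCl2, 0.01% Tween20, 0.1% BSA; 45 min RT. ADP-Glo readout. qHTS titration up to 57 uM; curves fitted, compounds curve-classed.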
FBPA coupling cs – qHTS Assay for Inhibitors of Fructose-1,6-bisphosphate Aldolase from Giardia Lamblia: Coupling assay counterscreen. coupling enzyme system counterscreen, AmpLite Red fluorescence. activity change, negative = inhibition, % at 58.2 µM, hits read low. 0.67% of 290,000 active. AID 2472, 2010; in the data active = activity change below about -30%; note: % is set by controls: 0 for no effect and ±100 for the full control effect
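Counterscreen of the coupled detection system alone, without aldolase: glyceraldehyde-3-phosphate coupling enzymes plus AmpLite Red readout. Compounds at 57.5 uM final, 10 min RT preincubation, 20 min RT reaction, fluorescence 525/598 nm.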
BCR signal inh – qHTS Assay to Find Inhibitors of Chronic Active B-Cell Receptor Signaling. ABC-DLBCL IkBa-CBG/CBR reporter, luminescence ratio, 4 h. Potency, µM (doses to about 46.1 µM), inactives show top-dose ratio change, negative = lower green/red ratio, most hits filed as inhibitors. 0.05% of 340,000 active; active = well fitted inhibition curve with a large enough effect in the signal ratio, with a control signal flat, not every such curve was filed as active; inconclusive = small, poorly fitted or top-dose-only effect, or effect the other way, or a change in a side signal; the % refers to the signal ratio;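 note: potency is the fitted concentration of half-maximal effect; plate controls were basal doxycycline-induced cells for no effect and cells given 10 µM MG132 for full effect; MG132 reads +100%, hits lower the ratio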
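TMD8 ABC-DLBCL cells carrying doxycycline-inducible green luciferase fused to IkappaBalpha plus unfused red luciferase were exposed to compounds (up to 46 uM) for 4 hrs at 37C. Activity came from the overlap-corrected green/red luminescence ratio.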
hERG WT inh – qHTS for Inhibitors of KCHN2 3.1: Wildtype qHTS. U2OS, BacMam KCNH2, thallium flux FluxOr; hits give low values. activity change, % at 1.84 µM. 0.37% of 340,000 active;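 active = maximum activity change below -70%; inconclusive = maximum activity change between -70% and -50%; inactive = maximum activity change above -50%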; note: % is set by controls: 0 for no effect and ±100 for the full control effect
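U2OS cells transduced with wild-type KCNH2 virus are loaded with FluxOr dye for 45 min, and thallium flux is measured in kinetic reads before and after stimulation buffer. Rate constants are normalized to DMSO controls.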
GALK inhibitor – qHTS Assay for Inhibitors of Human Galactokinase (GALK) | Purified GALK, Kinase-Glo residual ATP luminescence | Potency, µM (highest dose often 57.5 µM), without a hit: at the top dose activity change, negative = inhibition, usual class: inhibitors | 0.007% of 270,000 active | AID 1868, 2009; note: potency is the fitted concentration of half-maximal effect; % is set by controls: 0 for no effect and ±100 for the full control effect
Target sequence (P51570 whole entry, looked up): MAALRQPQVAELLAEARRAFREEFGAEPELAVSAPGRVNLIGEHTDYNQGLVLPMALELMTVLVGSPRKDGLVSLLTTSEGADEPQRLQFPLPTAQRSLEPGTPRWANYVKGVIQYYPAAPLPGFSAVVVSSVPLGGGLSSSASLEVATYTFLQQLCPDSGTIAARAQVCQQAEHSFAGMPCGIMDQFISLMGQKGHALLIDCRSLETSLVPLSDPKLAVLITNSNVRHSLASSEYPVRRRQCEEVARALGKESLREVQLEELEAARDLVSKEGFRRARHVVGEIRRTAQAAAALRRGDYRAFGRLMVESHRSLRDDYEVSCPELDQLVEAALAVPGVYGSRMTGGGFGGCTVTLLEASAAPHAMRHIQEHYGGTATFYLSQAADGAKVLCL
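Human GALK (5 nM) with 35 uM ATP and 100 uM galactose in 20 mM HEPES pH 8.0, 5 mM MgCl2, 60 mM NaCl, 1 mM DTT, 0.01% BSA. After 1 h at room temperature, leftover ATP was read by Kinase-Glo Plus luminescence.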
Active calls of the source: *; ? = inconclusive; . = no result given; [ ] = remark or other dose. Unless noted, calls come from the whole dose curve; as a rule, active = well fitted curve in the direction sought with a large enough effect; inconclusive = small, poorly fitted or top-dose-only effect, or another doubt; inactive = no such curve, though single readings can be large; an effect the other way counts as inactive or inconclusive.

SMILES	CXXC DNA block	TCR activator	Giardia kill	TSHR antag	A-T KAP1 phos	Tb PFK inh	FBPA coupling cs	BCR signal inh	hERG WT inh	GALK inhibitor
Cc1ccc2c(c1)N(C(=O)CCC(=O)NC1CCCCCC1)CC(C)O2 (stereo not drawn)	.	-1%	7	-10	3%	1%	0	0%	-5	.
O=C1c2ccccc2C(=O)c2cc(NC(=O)C3CC3)ccc21	1%	-2%[46.1 µM]	2	6	8%	3%	0	-4%	-9	1%
COc1ccc(C(=O)c2oc3ccccc3c2N)cc1	13%	-1%	-2	11	25%	0%	-9	?	-6	4%
COc1cccc(NC(=O)Cn2c3ccc(OC)cc3c3nc4n(c(=O)c32)CCS4)c1	-4%	-4%	30	53	1%	2%	.	-11%	18	7%
Cc1ccc(C)c(NC(=O)CN(C)C(=O)/C=C/c2ccco2)c1	10%	7%	-6	-2	-1%	0%	-1	0%	-1	4%
CN(c1ccccc1)S(=O)(=O)c1cc(C(=O)N2CCN(c3ccccn3)CC2)ccc1Cl	-5%	3%	2	-9	1%	-1%	3	-3%	2	1%
CCCOC(=O)c1ccc(NC(=O)C(=O)NCC2CCCO2)cc1 (stereo not drawn)	8%	0%[46.1 µM]	-2	5	0%	-3%	1	?	11	1%
CCc1ccc(NC(=O)C(C)OC(=O)c2cc(=O)[nH]c3ccc(S(=O)(=O)Nc4ccc(F)cc4)cc23)cc1 (stereo not drawn)	4%	1%	7	-4	1%	9%	4	0%	-1	1%
CCOC(=O)C1(CCCc2ccccc2)CCN(C(=O)C2CCCO2)CC1 (stereo not drawn)	-10%	2%	9	-6	8%	0%	9	1%	9	0%
COc1cc(-c2nnc(NC(=O)c3ccco3)o2)cc(OC)c1OC	.	-13%	-2	0	5%	-3%	.	7%	-10	.
C/C=C\C(=O)Nc1cccc(C2=NOC3(C2)C[C@@H](C(N)=O)N(C(=O)COc2ccc(Cl)cc2)C3)c1 (stereo partly drawn)	-3%	3%	-16	14	-19%	2%	5	-16%	2	1%
Cc1ccccc1Nc1ncnc2c1cnn2Cc1ccccc1	-6%	1%	-5	0	-50%	-25%	-3	?	5	-2%

Part of the list above with just A-T KAP1 phos and Giardia kill:
Compound | A-T KAP1 phos | Giardia kill
CCc1ccc(NC(=O)C(C)OC(=O)c2cc(=O)[nH]c3ccc(S(=O)(=O)Nc4ccc(F)cc4)cc23)cc1 (stereo not drawn) | 1% | 7
C/C=C\C(=O)Nc1cccc(C2=NOC3(C2)C[C@@H](C(N)=O)N(C(=O)COc2ccc(Cl)cc2)C3)c1 (stereo partly drawn) | -19% | -16

(further entries)
SMILES	CXXC DNA block	TCR activator	Giardia kill	TSHR antag	A-T KAP1 phos	Tb PFK inh	FBPA coupling cs	BCR signal inh	hERG WT inh	GALK inhibitor
C=CCn1c(SCn2nnc3ccccc3c2=O)nnc1-c1ccc(Br)cc1	10%	-1%	10	-7	1%	-12%	3	0%	2	0%
Cc1nc2scc(-c3ccc(C(C)(C)C)cc3)c2c(=O)n1N	10%	1%	7	5	4%	-3%	0	?	-15	9%
COc1ccc(/C=C2\C(=O)c3ccccc3OC2c2ccccc2)cc1 (stereo not drawn)	-11%	-4%	-20	-10	2%	1%	0	?	-7	-2%
CC(/C=N/Nc1ncc(C)c(=O)[nH]1)=C\c1ccccc1	7%	-4%	-2	1	4%	0%	0	?	3	9%
Cc1ccc(NC(=O)CCNC(=O)c2ccc([N+](=O)[O-])cc2)cc1C	7%	-2%	-11	-9	5%	-5%	0	?	11	-4%
CC(=O)Nc1ccc(SCC(=O)NCC2(N3CCCCC3)CCCCC2)cc1	.	-4%	-14	8	0%	-5%	.	?	5	.
COCCCNC(=O)C(Cc1ccccc1)NS(=O)(=O)c1ccc2c(c1)c(=O)n(C)c(=O)n2C (stereo not drawn)	-7%	1%	-7	6	-1%	0%	4	17%	-4	0%
CCn1c(SCC(=O)N2CCCCC2)nc2c(c1=O)SCC2	-2%	-2%	5	16	-6%	0%	0	?	-13	-6%
CC(=O)Nc1ccc(NC(=O)C2CC(=O)N(C(C)C)C2)cc1 (stereo not drawn)	-8%	.	-1	-10	9%	0%	-1	2%	13	-3%
COc1cc2c(cc1OC)[C@@H](NC(=O)CCc1ccccc1)[C@H](O)C2	.	-1%[46.1 µM]	1	22	9%	-3%	.	?	-2	.
O=C1CC(c2ccccc2)SC(N(c2ccccc2)c2ccccc2)=N1 (stereo not drawn)	-5%	0%[46.1 µM]	1	-6	6%	7%	14	1%	4	0%
COc1ccc(/C=N/NC(=O)c2ccc(N(C)S(=O)(=O)c3ccccc3)cc2)cc1	-11%	1%	-12	-13	-2%	-2%	-2	?	.	4%
CCC(=O)N1c2ccccc2NC2=C(C(=O)CCC2)C1c1ccc(N(C)C)cc1 (stereo not drawn)	-17%	1%	-15	4	-2%	-6%	3	?	0	-1%
CC(C)N1C[C@@]23C=C[C@@H](O2)C(C(=O)OCc2ccccc2)[C@H]3C1=O (stereo partly drawn)	5%	4%	16	0	2%	0%	2	3%	4	4%
CCOC(=O)c1ccccc1NC(=O)c1ccccc1SC	4%	0%	-8	6	9%	9%	2	4%	5	-4%
CCN(CC)C(=O)c1ccc2c(=O)n(CCOC)c(=S)[nH]c2c1	-16%	-4%	3	1	.	-4%	3	?	0	2%
Cc1cc(C)n(-c2ccc(C(=O)NCc3ccc(F)cc3)cc2)n1	0%	5%	-11	3	3%	-5%	5	?	-3	3%
CN(C)c1nc(SCCOC(=O)COc2ccc(Cl)cc2Cl)nc(N(C)C)n1	13%	0%	-1	-4	0%	4%	0	-1%	7	-1%
FC(F)Sc1ccc(NC(=S)NC(c2ccccc2)c2ccccc2)cc1	7%	-2%	-1	?	2%	-1%	-1	?	.	4%
CN(C)c1nnnn1-c1ccc(OC(F)(F)F)cc1	2%	-8%	0	5	4%	-1%	1	2%	1	11%
Cc1nc(N2CCN(c3ccccn3)CC2)c2c(C)c(C(=O)N3CCN(c4ccccc4F)CC3)sc2n1	-8%	-22%	-5	-10	-14%	-4%	-2	5%	2	4%
CCCn1cc(S(=O)(=O)c2ccc(C)cc2)c(=O)c2cc(OC)ccc21	1%	-2%	32[activator]	10	4%	-1%	0	9%	4	-1%
Cc1ccc(NC(=O)c2nc[nH]c2C(=O)N2CCOCC2)c(C(=O)c2ccccc2)c1	6%	-8%	-14	-2	-2%	0%	0	-2%	-2	11%
Cc1csc(SCc2c(C(=O)O)oc3ccccc23)n1	0%	0%	14	-1	4%	-3%	10	8%	-26	4%
CCOC(=O)N1CCN(C(=O)CSCC(=O)Nc2nc(-c3ccccc3)cs2)CC1	9%	1%[46.1 µM]	17	-12	-3%	0%	1	?	-11	-3%
CC1CCCN(S(=O)(=O)c2ccc3c(c2)c(=O)nc2ccc(Cl)cn23)C1 (stereo not drawn)	-2%	0%	20	-16	4%	0%	-1	-1%	-4	5%
c1ccc(-c2csc(NC3=NCCCCC3)n2)cc1	5%	-3%[46.1 µM]	-24	-3	6%	2%	3	16%	-21	1%
Cc1cc(C)cc(C(=O)Nc2c3c(nn2C(C)(C)C)CS(=O)(=O)C3)c1	-9%	2%	-13	45	19%	0%	0	-9%	6	-1%
CCc1ccc(NC(=O)CSc2nnc(Cc3cccn3C)n2-c2ccc(F)cc2)cc1	7%	-3%	-4	10	-7%	0%	-5	7%	0	0%
O=C(COc1ccccc1Cl)Nc1nc(-c2ccncc2)cs1	.	-1%	3	-24	10%	-10%	.	-6%	-2	.
O=[N+]([O-])c1nn(-c2ccccc2)n(O)c1=NCc1ccc2c(c1)OCO2	0%	6%	-16	-17	-7%	1%	-2	16%	2	4%
O=C(CCc1nc2ccccc2c(=O)[nH]1)NCc1ccccn1	5%	7%	5	15	2%	0%	1	-12%	-15	-2%
CC(C)(C)OC(=O)NCc1ccc(CNC(=O)c2nc[nH]c2C(=O)NCc2ccc(CNC(=O)OC(C)(C)C)cc2)cc1	.	-5%	-3	8	4%	1%	.	-2%	26	.
FCCCOc1ccc(/C=N/OCc2ccc(Cl)cc2Cl)cc1	1%	-2%	5	-15	19%	1%	-1	?	-5	-3%
CC(Oc1ccc(Cl)cc1)C(=O)NCC1CCCO1 (stereo not drawn)	-5%	-7%	25	3	5%	-1%	-1	0%	-4	-2%
CCCCN(CC(=O)NC(C)(C)C)C(=O)C(=O)Nc1ccc2c(c1)OCCO2	-15%	-1%	7	6	-1%	-5%	1	?	-4	0%
